SW480 rereplic = A quantitative high throughput screen for small molecules that induce DNA re-replication in SW480 colon adenocarcinoma cells | SW480 DNA re-replication, Hoechst DNA content imaging, 48 h | Potency, µM (highest dose often 46.1 µM), for inactives: at the highest dose re-replication activation, usual class: activators | 340,000 compounds, 1.8% hits | AID 624297, 2012; also: % of control where 0% means no effect; nearly all actives have a fitted effect of over 55% in size
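Cells (250 per well) received 23 nL compound or DMSO by pin tool and were kept 48 hr at 37 C, 5% CO2. Nuclei were then stained with Hoechst for 40 min and scanned for DNA content.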
HT1080-NT tox = qHTS for induction of synthetic lethality in tumor cells producing 2HG: qHTS for the HT-1080-NT fibrosarcoma cell line; HT-1080-NT fibrosarcoma viability, CellTiter-Glo ATP luminescence, 48 h; Potency, µM (highest dose often 46.1 µM), for the others: at the top dose activity, negative = less viability, hits mostly cytotoxic; 360,000 compounds, 1.6% hits;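 also: NT is the 2HG producing partner of a matched IDH1 knockdown line; 0% = DMSO-treated cells and -100% = media-only wells without cells; nearly all actives have a fitted effect of over 55% in size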
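Viability of the 2HG-overproducing fibrosarcoma line after 48 hours of compound exposure at 37 degrees C was determined by luminescence with CellTiter-Glo, and concentration-effect curves were then fitted and categorized.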
GLP-1R inv ag = qHTS of GLP-1 Receptor Inverse Agonists (Inhibition Mode); AID 624417, 2012; Potency, µM (series often up to 38.3 µM), inactives show top-dose activity change, negative = inhibition, usual class: inhibitors; HEK293 GLP-1R CRE-luciferase, luminescence, 24 h; GLP-1R form is constitutively active; 410,000 compounds, 1.6% hits; also: % is scaled to controls: 0 for no effect and ±100 for the full control effect; nearly all actives have a fitted effect of over 55% in size
Target sequence (P43220 whole entry, looked up): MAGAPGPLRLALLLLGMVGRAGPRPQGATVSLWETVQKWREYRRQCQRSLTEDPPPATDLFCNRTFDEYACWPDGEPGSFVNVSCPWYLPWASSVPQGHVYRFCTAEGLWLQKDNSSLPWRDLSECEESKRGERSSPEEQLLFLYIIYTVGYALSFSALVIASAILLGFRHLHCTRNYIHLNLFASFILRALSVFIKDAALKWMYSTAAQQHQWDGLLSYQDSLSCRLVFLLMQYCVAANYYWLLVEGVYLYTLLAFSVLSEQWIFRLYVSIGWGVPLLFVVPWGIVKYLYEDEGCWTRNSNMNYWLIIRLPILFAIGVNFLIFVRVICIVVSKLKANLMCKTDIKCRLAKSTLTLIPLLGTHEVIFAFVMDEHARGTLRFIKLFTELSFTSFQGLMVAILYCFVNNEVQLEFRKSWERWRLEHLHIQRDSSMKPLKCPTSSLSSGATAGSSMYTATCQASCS
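Seeding at 200 cells/uL, 12 h culture, 24 hr compound treatment, then luciferase reagent and a luminescence read; cells are HEK293 stably expressing a constitutively active GLP-1R plus cAMP-responsive luciferase.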
TDP-43 yeast inh = qHTS of TDP-43 Inhibitors; TDP-43 expressing yeast growth rescue, BacTiter-Glo, 24 h; 410,000 compounds, 1.8% hits; Potency, µM (doses to about 46.1 µM), for the others: at the top dose growth rescue (activation), actives largely listed as activators; AID 652104, 2013; also: % of control where 0% means no effect; nearly all actives have a fitted effect of over 50% in size
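Readout is BacTiter-Glo luminescence of cell growth, so inhibitors register as activators. TDP-43-expressing yeast at OD600=0.02 in galactose medium, after raffinose pregrowth to mid-log, were incubated with compound for 24 hr at 30 deg C.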
KB-V1 MDR tox = qHTS assay for MDR1-selective chemotherapeutics: Primary screen using the drug-selected MDR subline cells KB-V1; Potency, µM (series often up to 46.1 µM), for the others: at the top dose activity change, negative = cytotoxicity, hits mostly cytotoxic; AID 1347076, 2019; KB-V1 MDR cells viability, CellTiter-Glo, 72 h; 400,000 compounds, 3.4% hits; also: % is scaled to controls: 0 for no effect and ±100 for the full control effect; nearly all actives have a fitted effect of over 60% in size
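qHTS viability screen in drug-selected KB-V1 MDR cells: 72 h compound treatment at 37 degrees C, ATP luminescence end point.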
HEK293 tox = qHTS of GLP-1 Receptor Inverse Agonists: Cytotox Screen; HEK293 cAMP-luciferase reporter cells, luminescence, 24 h; Potency, µM (doses to about 38.3 µM), inactives show at the top dose activity change, negative = inhibition, hits mostly inhibitors; 410,000 compounds, 0.13% hits; AID 624418, 2012;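 also: loss of luciferase light is scored as toxicity; % is scaled to controls: 0 for no effect and ±100 for the full control effect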
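Compound-treated cells are incubated 24 hr at 37 deg C under 5% CO2 after a 12 hour attachment period, then luciferase detection reagent is added and luminescence is measured following 12 min at room temperature; lowered signal indicates toxicity.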
HT1080 IDH1KD tx = qHTS for induction of synthetic lethality in tumor cells producing 2HG: qHTS for the HT-1080-IDH1KD cell line; 360,000 compounds, 2% hits; HT-1080 IDH1 knockdown viability, ATP luminescence, 48 h; AID 686971, 2013; Potency, µM (top dose mostly 46.1 µM), without a hit: at the highest dose activity, negative = toxicity, hits mostly cytotoxic;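 also: 0% = DMSO wells and -100% = cell-free medium wells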
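Viability of IDH1-knockdown HT-1080 fibrosarcoma cells was assessed by CellTiter-Glo after 48 h at 37 °C with titrated compound; concentration-effect curves were classified by fit quality and response size.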
KB-3-1 cytotox = qHTS assay for MDR1-selective chemotherapeutics: Primary screen using the parental adenocarcinoma cell KB-3-1; KB-3-1 viability, CellTiter-Glo ATP luminescence, 72 h; Potency, µM (top dose mostly 46.1 µM), without a hit: top-dose activity change, negative = cytotoxic, usual class: cytotoxic; 400,000 compounds, 1.4% hits; AID 1347075, 2019; also: % is scaled to controls: 0 for no effect and ±100 for the full control effect; nearly all actives have a fitted effect of over 60% in size
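KB-3-1 parental drug-naive adenocarcinoma cells in DMEM/10% FBS, incubated 72 h at 37 C with pin-transferred compounds across a concentration series. Viability by CellTiter-Glo luminescence; concentration-response curves fitted after normalization.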
GLP-1R agonist = qHTS of GLP-1 Receptor Agonists. HEK293 GLP-1R CRE-luciferase, luminescence, 4-6 h; cells express a hypersensitive GLP-1R form. Potency, µM (titrated, usually from 45.6 µM), inactives show top-dose activation, actives largely listed as activators. 380,000 compounds, 0.007% hits. AID 624172, 2012; also: % of control where 0% means no effect
Active calls of the source: *; ? = inconclusive; . = not tested or not shown; [ ] = another dose, or the depositor's remark. Calls follow the shape of the dose curve; as a rule, active = well fitted curve in the direction sought with a large enough effect; inconclusive = small, poorly fitted or top-dose-only effect, or another doubt; inactive = no such curve, though single readings can be large; an effect the other way counts as inactive or inconclusive. Potency is read from the fitted curve at half-maximal effect. Some of the compounds tested; count on the stated rates, not on these rows.

smiles	SW480 rereplic	HT1080-NT tox	GLP-1R inv ag	TDP-43 yeast inh	KB-V1 MDR tox	HEK293 tox	HT1080 IDH1KD tx	KB-3-1 cytotox	GLP-1R agonist
CC=C(CC)C1(CC)C(=O)NC(=S)NC1=O	-3%	2%	-11%	11%	-7%	-14%	11%	-1%	2%
CN1CCN(c2csc3ccc(F)cc3c2=O)CC1	.	.	7%	?	26%	5%	.	-2%	.
C=CCOc1nc(-c2ccccc2Cl)nc2ccccc12	-9%	-3%	?	?	2%	1%	-20%	-5%	22%
CC1(C)C(c2ccccc2)=NC(c2cccnc2)=[N+]1[O-]	-10%	11%	-1%	20%	-14%	-10%	3%[9.24 µM]	11%	16%
COc1ccc2ccc(O)c(CN3CC=C(c4ccccc4)CC3)c2c1	15%	-4%	?	8%	17%	-21%	-4%	8%	4%
CCOC(=O)C1=C(C)N(C)C2(C)CC1c1ccccc1O2 (stereo unspecified)	13%	2%	?	-31%[inhibitor]	-14%	2%	2%	-14%	4%
CC1=C2C3OC(=O)C(C)C3CC[C@@]2(C)C=CC1=O (stereo partly specified)	-75%[inhibitor]	17%	3%	14%	-5%	2%	2%	0%	1%
CC(C)CC(N)c1csc(NC(=O)C(c2ccccc2)c2ccccc2)n1 (stereo unspecified)	.	7.3µM*	?	11%	0%	?	2.9µM*	?	-23%
CC(CC(C)(C)N1CC1)=NO	5%	14%	4%	9%	0%	-19%	11%	-9%	0%
N/C(=N\[N+](=O)[O-])N1CCN(C(=O)c2ccccn2)CC1	-5%	16%	13%	5%	28%	3%	13%	9%	1%
CC(NC(=O)Cn1c(=O)oc2cc(S(=O)(=O)N3CCCC3)ccc21)c1ccccc1 (stereo unspecified)	-6%	0%	-6%	-4%	-7%	?	-7%	5%	1%
CCCNC(=O)N1[C@H]2CC[C@@H]1C(C(=O)OC)=C(c1ccc(-c3ccccc3)c(F)c1)C2	-16%	-13%	?	?	?	6%	-6%	?	-4%
CC(C)Cc1nnc(NC(=O)CCC(=O)N2CCC3(CC2)OCCO3)s1	12%	9%	16%	7%	9%	1%	13%	1%	5%
Cc1cc(OCC(=O)N2CCN(CCc3ccccn3)CC2)cc(C)c1Cl	.	.	-26%	5%	-16%	0%	.	-17%	.
CCOC(=O)C(=O)NC1CCSC1=O (stereo unspecified)	-2%	3%	-9%	-9%	-1%	13%	9%	23%	24%
CCN(CC)CCCN=Cc1c(O)n(-c2cccc(C)c2C)c(=O)[nH]c1=O	-2%	8%	8%	21%	18%	-5%	9%	5%	-2%
O=c1[nH]c(=S)n(-c2ccccc2)c(O)c1/C=N/N1CCCCC1c1cccnc1 (stereo unspecified)	-5%	0%	17%	-5%	-6%	2%	6%	?	7%
CC12CCCCC1N(O)CN2O (stereo unspecified)	-2%	13%	15%	3%	3%	-13%	22%	24%	-19%
Clc1ccccc1CN1CCN(c2ccccc2)CC1	?	2%	0%	-21%	-17%	9%	-13%	0%	1%
C[C@]12CCC3C(CC[C@H]4C[C@@H](O)CC[C@]34C)C1C[C@@H](O)[C@]2(C)O (stereo partly specified)	-7%	17%	62%[activator]	-12%	16%	-11%	14%	2%	9%
CCCCc1nc2ccccc2c(=O)n1-c1ccccc1O	-2%	-12%	?	3%	-12%	2%	-3%	-4%	10%
COc1ccc2cc1Oc1ccc(cc1)C[C@H]1c3cc(c(OC)cc3CCN1C)Oc1c(O)c(OC)cc3c1[C@H](C2)N(C)CC3	?	?	?	18%	?	?	?	?	-8%
COC(=O)C1=C(c2c(C)noc2C)C[C@@H]2CC[C@H]1N2C(=O)N1CCCCC1	-8%	22%	17%	8%	0%	-10%	0%	29%	-6%
c1cc2c(cc1CCNC1CCCCCC1)OCO2	1%	1%	-25%	3%	1%	-15%	5%	-1%	2%
O=C(NC(=S)N1C[C@H]2C[C@H](C1)c1cccc(=O)n1C2)c1ccc(Cl)cc1	21%	10%	-1%	13%	?	2%	12%	0%	-1%
COc1ccc(OCC(=O)Nc2ccc(Cl)cc2C(=O)c2ccccc2)cc1	-6%	10%	-6%	-7%	-13%	5%	1%	8%	-6%
COC(=O)[C@@H]1N=C(c2ccc(OC)cc2)O[C@]12C(=O)N(C)c1cccc(Cl)c12	.	18%	17%	0%	-1%	-9%	1%	12%	-5%
OC[C@H]1O[C@@H](n2cnc3cc(Cl)c(Cl)cc32)[C@H](O)[C@@H]1O	-10%	?	-28%	10%	-16%	-7%	?	?	0%
CC(C)CN1C(=S)SC(C)(C)C1n1oc(=O)n(-c2ccc(Cl)cc2)c1=O (stereo unspecified)	-3%	?	?	-28%	?	?	?	-17%	-7%
Cc1ccc(-n2c(O)c(C=NCCC3=CCCCC3)c(=O)[nH]c2=O)cc1	-29%	16%	?	-3%	?	15%	11%	17%	2%
CC(=O)OC1CCC2(C)C(CCC3C4CC(N5CC5)C(C(C)=O)C4(C)CC(=O)C32)C1 (stereo unspecified)	?	-3%	?	-18%	-23%	0%	-16%	-23%	1%
COc1cc(C(=O)Nc2ccc(Br)cc2C(=O)c2ccccc2Cl)cc(OC)c1OC	-5%	1%	19%	6%	?	-6%	-8%	-20%	2%

Compound profiles, as listed above.
COc1ccc(OCC(=O)Nc2ccc(Cl)cc2C(=O)c2ccccc2)cc1 is listed with SW480 rereplic: -6%; HT1080-NT tox: 10%; GLP-1R inv ag: -6%; TDP-43 yeast inh: -7%; KB-V1 MDR tox: -13%; HEK293 tox: 5%; HT1080 IDH1KD tx: 1%; KB-3-1 cytotox: 8%; GLP-1R agonist: -6%
CCOC(=O)C1=C(C)N(C)C2(C)CC1c1ccccc1O2 (stereo unspecified) is listed with SW480 rereplic: 13%; HT1080-NT tox: 2%; GLP-1R inv ag: ?; TDP-43 yeast inh: -31%[inhibitor]; KB-V1 MDR tox: -14%; HEK293 tox: 2%; HT1080 IDH1KD tx: 2%; KB-3-1 cytotox: -14%; GLP-1R agonist: 4%
CC12CCCCC1N(O)CN2O (stereo unspecified) is listed with SW480 rereplic: -2%; HT1080-NT tox: 13%; GLP-1R inv ag: 15%; TDP-43 yeast inh: 3%; KB-V1 MDR tox: 3%; HEK293 tox: -13%; HT1080 IDH1KD tx: 22%; KB-3-1 cytotox: 24%; GLP-1R agonist: -19%

Continuation.
smiles	SW480 rereplic	HT1080-NT tox	GLP-1R inv ag	TDP-43 yeast inh	KB-V1 MDR tox	HEK293 tox	HT1080 IDH1KD tx	KB-3-1 cytotox	GLP-1R agonist
CCCS(=O)(=O)N1CCCC(C(=O)N2CCC3(CC2)OCCO3)C1 (stereo unspecified)	-1%	18%	12%	-11%	2%	9%	16%	21%	19%
C[C@]12CCC3C(CC[C@H]4C[C@H](OC(=O)c5cccnc5)CC[C@]34C)C1CCC2=O (stereo partly specified)	14%	-6%	-25%	-24%	10%	-1%	-12%	2%	11%
COC(=O)C1=CO[C@@H](O[C@@H]2O[C@H](CO)[C@@H](O)[C@H](O)[C@H]2O)C2C(CO)=CCC12 (stereo partly specified)	-23%	13%	4%	9%	-12%	-1%	9%	0%	0%
Cc1ccc(-n2c(/C=C/c3cc(Br)cs3)nc3ccccc3c2=O)cc1	.	.	-21%	21%	2%	4%	.	7%	.
CCC1C2CC3C4N(C)c5ccccc5C45CC(C2C5O)N3[C@@H]1O (stereo partly specified)	-13%	15%	0%	10%	?	5%	3%	-1%	3%
CN1CCC23c4c5ccc(O)c4O[C@@H]2[C@H](O)C=CC3C1C5 (stereo partly specified)	-11%	1%	1%	20%	0%	-3%	0%	0%	3%
COc1ccc(CNC(C)Cc2cccs2)cc1 (stereo unspecified)	-3%	-1%	8%[0.307 µM]	-22%	-9%	0%[0.307 µM]	5%	-9%	2%
CCC(C)N1C(=O)/C(=C/c2ccc3c(c2)CCN3CCCCl)C(=O)NC1=S (stereo unspecified)	-7%	3%	-1%	-8%	1%	-10%	-1%	1%	-4%

As a short view, some entries already given.
smiles	SW480 rereplic	HT1080-NT tox	GLP-1R inv ag	TDP-43 yeast inh	KB-V1 MDR tox	HEK293 tox	HT1080 IDH1KD tx	KB-3-1 cytotox	GLP-1R agonist
COc1ccc(CNC(C)Cc2cccs2)cc1 (stereo unspecified)	-3%	-1%	8%[0.307 µM]	-22%	-9%	0%[0.307 µM]	5%	-9%	2%
CCC(C)N1C(=O)/C(=C/c2ccc3c(c2)CCN3CCCCl)C(=O)NC1=S (stereo unspecified)	-7%	3%	-1%	-8%	1%	-10%	-1%	1%	-4%

Next section.
smiles	SW480 rereplic	HT1080-NT tox	GLP-1R inv ag	TDP-43 yeast inh	KB-V1 MDR tox	HEK293 tox	HT1080 IDH1KD tx	KB-3-1 cytotox	GLP-1R agonist
COc1nc(NC(C)C)nc(NC(C)C)n1	-4%	12%	34%[activator]	6%	16%	-20%	11%	1%	2%
COP(=O)(OC)Oc1ccc(C(O)C(Cl)(Cl)Cl)cc1 (stereo unspecified)	-7%	16%	11%	5%	11%	-5%	4%	-5%	-7%
O=C1CCN(C(=O)Cc2ccccc2[N+](=O)[O-])CC1	-5%	14%	-5%	-23%[0.397 µM]	0%	-7%	20%	3%	10%
CP(C)(=O)CCC(=O)O	-8%	16%	16%	-4%	12%	-7%	10%	-2%	8%
CN1CCN(c2nc(Cl)ncc2F)CC1	-15%[1.84 µM]	8%	6%	.	4%	-3%	-8%	-8%	9%
Cn1c(O)c(C=NC2CCCCC2)c(=O)[nH]c1=S	?	4%	9%	-26%	3%	0%	23%	2%	1%
